# Assay outcomes (PubChem BioAssay)
# KKLEB cytotox = reduces viability of KKLEB cystic fibrosis airway cells | KKLEB CF airway cells viability, ATPlite luminescence, overnight; active compounds read low; cells stimulated with P. aeruginosa culture filtrate | activity change (cytotoxicity), % at 5 µM | actives 0.36% (n = 360,000);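 active = corrected activity change at or below -50% at 5 µM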
# Shn3 3UTR inh = Schnurri-3 reporter inhibition in Clone20 osteoblasts; Clone20 osteoblast Shn3 3'UTR firefly luciferase, 24 h; inhibition, % at 12.5 µM; actives 0.52% (n = 360,000);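 active = mean inhibition of at least 75% with every replicate also reaching 75%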;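 also: 0% = median of neutral control wells and 100% = pilot-screen positive control compound; some compounds past the cut are filed as inactive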
# HIF-2a block = HIF-2a inhibition; AID 624352; inhibition, % at 18.8 µM; 786-0 RCC cells HIF-2a reporter, luciferase luminescence, overnight; actives 0.72% (n = 360,000);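 active = inhibition of the luminescence signal of 40% or more relative to plate controls, in a single-dose primary screen at 18.75 µM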
# MITF TRPM1 inh = MITF TRPM1 promoter inhibition in SK-MEL-5 cells. SK-MEL-5 TRPM1 promoter luciferase, 24 h. inhibition, % at 12.5 µM. actives 0.83% (n = 330,000);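 active = mean inhibition across replicates of 60% or more, whatever share of single replicates reaches that level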; also: values of inactives mirror those of a sister screen read the other way
# NR2E3 ag-1 = activates human photoreceptor nuclear receptor NR2E3. GST-NR2E3/biotin-RetCOR TR-FRET, 1536-well. inhibition of corepressor binding, % at 4.78 µM. actives 0.12% (n = 320,000). AID 2300;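 active = percent inhibition above the cutoff of mean plus 3 SD of all tested compounds, set per screening campaign, cut at about 20% in these data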;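 also: 0% = DMSO wells and 100% = biotin wells as full block of FRET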
# Target sequence (Q9Y5X4 whole entry, looked up): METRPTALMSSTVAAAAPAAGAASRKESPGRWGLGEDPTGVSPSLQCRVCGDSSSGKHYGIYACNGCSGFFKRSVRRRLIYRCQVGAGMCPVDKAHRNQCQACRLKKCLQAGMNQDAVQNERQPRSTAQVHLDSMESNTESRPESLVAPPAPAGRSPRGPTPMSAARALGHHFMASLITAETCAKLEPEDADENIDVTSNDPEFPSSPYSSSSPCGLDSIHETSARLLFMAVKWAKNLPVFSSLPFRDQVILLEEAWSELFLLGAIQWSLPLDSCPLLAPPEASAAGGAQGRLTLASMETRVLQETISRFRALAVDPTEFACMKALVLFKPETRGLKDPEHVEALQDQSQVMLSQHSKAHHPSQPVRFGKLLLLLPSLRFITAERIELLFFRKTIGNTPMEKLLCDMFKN
#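 Assay system: NR2E3–RetCOR corepressor complex. Quantity: 1.35 nM GST-NR2E3. Buffer or medium: pH 7.5 Tris-based buffer. Reagent: biotinylated RetCOR corepressor at 7 nM final. Schedule: 5 h at 4 °C. Detection: TR-FRET, emission read at 617 and 671 nm. Replicates: one well per compound, singlicate testing.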
# Peg3 prom inh = reduces Peg3 promoter-driven luciferase expression in HeLa | HeLa PEG-Prom luciferase reporter, luminescence, overnight | inhibition, % at 20 µM | actives 1.7% (n = 360,000) | AID 588405;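 active = inhibition of at least 50% at 20 µM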
# CF NFkB inh = cystic fibrosis NF-kB activation inhibition; inhibition, % at 5 µM; actives 0.86% (n = 360,000); KKLEB NF-kB-GFP reporter, PAF-induced, GFP fluorescence overnight;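 active = at least 50% inhibition at 5 µM, scaled per plate between neutral and stimulator controls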;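 also: PAF is a Pseudomonas aeruginosa culture filtrate used as stimulus; plate controls were PAF-stimulated DMSO wells for no effect and unstimulated DMSO wells for full effect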
# iPSC survival up = enhancers of human iPSC single-cell survival; actives 0.044% (n = 360,000); hiPSC single-cell survival, ATPlite luminescence; 100% = ROCK inhibitor wells, 0% = DMSO; survival enhancement, % at 20 µM; in the data active = survival enhancement above about 18%;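 also: cells exposed to compounds for 16 hours before the ATP read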
# TWEAK Fn14 block = inhibitors of TWEAK-Fn14 interaction signaling | inhibition, % at 10 µM | AID 1159606 | TWEAK-stimulated Fn14 reporter cells, luciferase luminescence, 8 h | actives 2% (n = 360,000); in the data active = inhibition above about 50%
# NR2E3 ag-2 = agonists of human NR2E3 nuclear receptor. Q9Y5X4. CHO-S Gal4-NCOR/VP16-NR2E3 two-hybrid, luciferase. inhibition of corepressor binding, % at 3.98 µM. actives 0.35% (n = 360,000). AID 602229;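 active = inhibition above the mean of all tested compounds plus 3 SD, cut at about 70% in these data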;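 also: 0% = DMSO with NR2E3 transfected cells and 100% = cells lacking NR2E3 construct; higher means lower luciferase signal from less NR2E3 corepressor binding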
# aDG glyco act = increases alpha dystroglycan glycosylation; Pro5-aDG cells, alpha-DG glycosylation AlphaScreen (IIH6); 0% Pro5, 100% B10-LARGE cell signal; activation, % at 10 µM; actives 0.22% (n = 360,000); AID 624168;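 active = activation of at least 8% versus controls, or a plate z-score of at least 8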;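 also: Pro5 are CHO cells carrying HIG-tagged alpha-DG that lacks glycosylation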
# Active calls of the source: *; x = not tested or not shown.
canonical_smiles,KKLEB cytotox,Shn3 3UTR inh,HIF-2a block,MITF TRPM1 inh,NR2E3 ag-1,Peg3 prom inh,CF NFkB inh,iPSC survival up,TWEAK Fn14 block,NR2E3 ag-2,aDG glyco act
CC(=O)c1ccc(OCC(=O)Nc2nnc(C3CC3)s2)cc1,16.3,28.0,-0.1,x,x,2.4,-8.4,0.4,-0.9,3.1,-0.2
CN(Cc1cccs1)c1nc(-c2cccnc2)nc2ccccc12,-13.3,20.7,9.1,-14.2,1.4,45.9,-3.8,-0.8,12.7,13.4,-0.1
COc1cc(/C=N/NC(N)=S)ccc1OCC(=O)Nc1ccc(C)cc1,13.7,-7.5,2.6,-12.2,-0.8,-17.1,-51.8,-2.0,-5.8,-5.2,0.7
COc1ccc(OC)c(S(=O)(=O)Nc2cccc3c(O)cccc23)c1,3.4,-10.5,15.2,x,-2.5,25.4,-6.1,-0.3,2.7,9.5,0.0
O=C(O)c1ccc(/C=N/NC(=O)c2ccc(CN3c4cccc5cccc(c45)S3(=O)=O)cc2)cc1,-3.1,-17.1,9.4,9.1,2.8,5.2,8.0,0.5,-9.1,-17.2,0.2
CCCC(=O)N1CCC1(C)C(=O)Nc1ccccc1-c1ccccc1 (stereo not drawn),-3.8,-8.9,11.7,x,x,11.1,-0.1,-0.8,-2.4,9.5,0.0
O=C(Cc1ccccc1)NN1C(=O)C2C3C=CC(C4CC34)C2C1=O (stereo not drawn),-3.3,-1.4,5.3,-1.0,-0.9,7.8,3.4,3.6,-4.2,-7.2,-0.3
CCn1c(=O)c(C(C)=O)nc2ccccc21,5.7,14.7,18.8,-5.0,1.3,4.9,-1.0,-0.6,6.3,-34.0,0.2
CCCOC(=O)c1ccc(NC(=O)c2ccccc2[N+](=O)[O-])cc1,3.8,-20.3,-83.4,-44.4,-2.9,-69.8,-10.8,1.5,-17.1,-40.6,0.3
O=C(NC12CC3CC(CC(C3)C1)C2)c1cccc(OC(F)F)c1,-0.9,-37.2,-90.2,-14.1,-1.9,-114.8,-5.1,2.8,-25.6,-52.1,0.3
CCCc1cc(CNC(=O)C2CCC(=O)N(CCc3cccc(F)c3)C2)on1 (stereo not drawn),-3.4,16.1,7.5,-0.9,1.6,4.3,4.1,-0.4,19.3,-12.1,-0.4
CCOc1ccc(S(=O)(=O)NCc2cccnc2)cc1NC(=O)c1ccccc1,6.0,-2.2,-28.2,-7.6,x,-25.2,8.6,-2.8,-5.6,-5.2,0.0
COc1ccccc1-n1cnc(N)c1C(C)=O,-9.9,-8.3,-4.5,2.0,0.7,-15.6,5.6,5.3,-2.5,-12.1,-0.1
COc1ccc2c([N+](=O)[O-])c(N3CCOCC3)[nH]c2c1,3.6,3.1,-3.1,x,x,-3.5,9.4,2.8,19.6,-9.6,-0.2
CC(C)(C)OC(=O)N1CCCC1C(=O)O (stereo not drawn),-4.0,5.0,15.4,1.9,-5.7,14.8,4.0,10.6,-3.6,1.1,-0.3
CCOC(=O)C1=C[C@@H](C(C)(C)C)N(S(=O)(=O)c2ccc(C)cc2)[C@H]1c1ccccc1,-15.0,5.6,0.9,x,x,26.1,11.1,-1.6,22.1,5.9,-0.1
COc1ccc(NC(=O)c2ccc(-n3cccn3)c([N+](=O)[O-])c2)cc1,-7.6,0.3,-35.4,-1.6,0.1,-17.4,-6.7,2.3,-49.8,-33.0,0.5
CC(=O)NCCCc1nc2ccccc2n1Cc1ccccc1F,-0.6,6.4,5.7,4.3,-0.7,11.5,-17.7,-0.3,-3.6,-4.3,-0.2
CCOC(=O)c1c(NC(=O)COC(=O)c2ccccn2)sc(C(=O)N(C)C)c1C,5.7,-4.1,-8.9,2.3,-2.9,-13.6,-4.0,0.6,-6.0,15.3,0.0
Cc1nc(-c2ccc(F)cc2)c(CC(=O)N(C)CC(=O)Nc2ccccc2C(F)(F)F)s1,-10.5,7.8,2.4,-9.0,-0.4,9.0,-2.7,-0.5,-4.0,1.9,-0.2
CCOC(=O)c1cnn(-c2ccc(C(C)C)cc2)c1NC(=O)C1CCC1,2.0,-50.5,-215.1,-34.6,0.8,-109.9,-6.4,8.5,-19.5,-48.1,0.1
CN(CC(=O)Nc1ccc(F)cc1)C(=O)CNC(=O)C1CCCCC1,-2.8,-0.7,6.8,5.3,3.1,-3.0,7.8,0.4,2.0,-6.9,-0.1
Cc1nc2ccc(NC(=S)NC(C)C)cc2nc1C,-1.6,51.6,-61.0,-30.7,2.5,-25.6,5.7,-0.9,-1.6,-26.9,0.0
O=C(/C=C/c1cccs1)Nc1nccs1,11.6,-81.9,-277.8,-69.1,-5.1,-265.9,-7.1,-2.0,0.0,-136.2,0.3
CSc1ccc(C#N)cc1NC(=O)c1ccc(Cl)cc1Cl,3.6,-0.1,4.3,5.3,2.4,-0.3,-6.0,-2.1,-7.2,-4.7,-0.1
O=[N+]([O-])c1ccc2[nH]c(O)c(N=NC3CCS(=O)(=O)C3)c2c1 (stereo not drawn),5.3,-29.4,8.3,-11.4,-1.5,14.4,-35.4,0.0,2.1,12.2,0.0
O=C(O)c1ccccc1OCc1ccccc1Cl,-7.9,-8.5,10.0,-2.4,-4.3,11.6,-6.5,0.3,-16.5,-15.3,-0.1
Cc1nc2nc(N)nn2c(C)c1C/C=C/c1ccccc1,-9.1,42.1,15.4,-2.4,-1.8,5.2,0.9,-0.1,-15.0,-19.1,-0.1
COc1cc(NC(=O)[C@@H]2CCCN2S(=O)(=O)c2cccc3cccnc23)cc(OC)c1OC,-4.0,6.1,7.2,6.4,0.1,4.5,1.9,2.2,-7.2,-10.4,0.3
COc1ccccc1Cc1noc(COc2cccc(C)c2C)n1,14.9,1.5,-27.6,-5.6,5.9,-0.8,-5.7,-2.2,11.8,-11.5,0.1
O=C(NC1CCCCC1)c1cccc(S(=O)(=O)N2CCOCC2)c1,-3.0,3.1,9.6,1.5,-2.1,3.8,-1.1,0.2,-5.6,1.6,-0.2
COC(=O)c1ccc(CSc2nc3c(c(=O)n2-c2ccc(Br)cc2)SCC3)o1,9.9,9.2,9.2,-0.1,4.6,4.9,-3.8,-0.3,-26.5,-8.4,-0.4
Cc1cc(Cl)ccc1Nc1ncccc1C(N)=O,-7.8,-71.6,-224.2,-35.7,0.7,-231.5,-0.9,-0.5,-24.9,-109.7,0.8
CC(C)(C)c1cc[n+](/C(C(=S)Nc2ccccc2F)=C(/[O-])c2ccc3c(c2)OCCO3)cc1,7.7,-10.2,-93.0,-0.7,4.4,-57.7,5.6,-0.3,11.9,-55.1,0.1
COc1ccc(C2=Nn3c(C)nnc3SC2)cc1,3.9,-0.2,-8.0,7.7,-0.1,-20.1,-34.2,-0.3,-15.8,1.6,-0.3
CNc1ncnc2c1ncn2[C@H]1CN(CCOC)C[C@@H](CO)O1,7.1,-10.8,12.3,x,x,8.9,-7.5,0.2,-14.4,-16.7,-0.2
COc1ccc(-n2c(CN3CCC(C(N)=O)CC3)nc3ccc([N+](=O)[O-])cc3c2=O)c(OC)c1,7.7,-7.8,-31.6,7.0,2.7,2.1,5.6,-0.3,20.6,-44.5,-0.1
CC(=O)Nc1scc(C)c1-c1nc2ccccc2s1,0.5,10.8,-84.1,5.7,1.9,4.8,-17.7,1.0,-1.1,-37.5,-0.1
CCC(=O)c1cc2c(cc1NC(=O)c1cccs1)OCCO2,12.1,-4.9,5.4,11.0,1.7,10.5,-28.9,0.2,5.2,23.2,0.2
Cc1ccc(N(C)C(=O)CCS(=O)(=O)c2ccc3c(c2)oc(=O)n3C)cc1,9.3,6.4,6.7,2.3,1.2,15.9,17.9,-0.2,-8.3,-30.3,-0.5
COC(=O)Nc1snnc1C,-1.3,4.9,21.4,1.0,0.4,8.0,4.6,-0.1,15.6,13.8,1.4
COc1cc(C)ccc1OCCOCCOc1cccc2ccc(C)nc12,-4.3,10.5,18.1,6.8,-1.1,-19.1,-21.3,0.3,21.3,16.2,1.3
COc1ccc(NC(=O)C(=O)N2N=C(C(C)C)CC2(O)C(F)(F)F)cc1 (stereo not drawn),-5.8,1.0,-1.8,5.5,2.1,-3.8,-34.6,-2.6,-7.8,12.9,0.3
CCOc1ccc(C(=O)NCC(=O)NCC(c2ccco2)N2CCCCC2)cc1OCC (stereo not drawn),-5.5,9.9,15.5,11.9,1.8,7.5,10.8,-0.4,-1.4,9.7,0.0
O=S(=O)(c1cccs1)N1CCCc2ccccc21,-7.0,-13.9,7.0,-11.0,2.7,17.7,-0.4,1.3,6.4,-4.4,0.0
C#CCN(Cc1ccco1)C(=O)c1ccc(OC2CCN(Cc3ccccn3)CC2)cc1,6.1,18.9,15.4,-6.0,0.9,22.7,-12.6,-0.2,-11.3,-5.0,0.2
COCCNC(=O)c1ccc2c(c1)CCN2S(C)(=O)=O,-0.9,5.3,7.2,-8.4,-1.3,3.0,4.3,2.6,2.2,-7.1,-0.7
CCCC(=O)NC(c1ccco1)c1c(O)ccc2ccccc12 (stereo not drawn),-10.4,-22.5,7.0,-3.6,-0.6,4.8,10.6,-1.7,15.3,8.0,-0.1
COc1ccc(-n2cc(-c3ccc(Br)cc3)[nH]c2=S)cc1,-2.4,5.1,-170.2,-0.1,5.1,-180.2,7.0,-0.3,-10.9,-13.2,0.3
COc1ccccc1CNC(=O)CSCc1cnn(-c2ccccc2)c1-n1cccc1,9.4,24.3,12.6,-5.2,2.9,14.7,-16.9,0.4,0.1,-13.8,0.0

# Going on with the list.
canonical_smiles,KKLEB cytotox,Shn3 3UTR inh,HIF-2a block,MITF TRPM1 inh,NR2E3 ag-1,Peg3 prom inh,CF NFkB inh,iPSC survival up,TWEAK Fn14 block,NR2E3 ag-2,aDG glyco act
O=C1CN(C(=O)c2ccc3nc(Cc4cccc(Cl)c4)oc3c2)CCN1,-7.5,14.3,14.8,0.5,1.6,-13.3,-25.8,0.3,6.4,-10.0,-0.2
O=C(c1ccc(CS(=O)c2ccc(F)cc2)o1)N1CCN(C2CCCCC2)CC1 (stereo not drawn),28.7,-9.4,7.1,-1.8,-0.6,27.3,-35.5,0.2,-1.2,-48.5,-0.5
COc1cc(C(=O)Nc2ccc(S(=O)(=O)Nc3nccc(C)n3)cc2)cc(OC)c1OC,-0.9,-8.0,10.4,-0.6,1.5,10.6,-1.2,-0.6,-8.4,-10.8,0.1
COc1ccc(C(C)(C)C)cc1NS(=O)(=O)c1cccc2cccnc12,2.2,16.7,14.7,1.8,x,6.0,4.1,-0.1,-4.2,1.8,0.0

# In the list so far, these contain bromine.
canonical_smiles,KKLEB cytotox,Shn3 3UTR inh,HIF-2a block,MITF TRPM1 inh,NR2E3 ag-1,Peg3 prom inh,CF NFkB inh,iPSC survival up,TWEAK Fn14 block,NR2E3 ag-2,aDG glyco act
COC(=O)c1ccc(CSc2nc3c(c(=O)n2-c2ccc(Br)cc2)SCC3)o1,9.9,9.2,9.2,-0.1,4.6,4.9,-3.8,-0.3,-26.5,-8.4,-0.4
COc1ccc(-n2cc(-c3ccc(Br)cc3)[nH]c2=S)cc1,-2.4,5.1,-170.2,-0.1,5.1,-180.2,7.0,-0.3,-10.9,-13.2,0.3
